# Source: PubChem BioAssay
# HKDC1 inhibitor: HKDC1 (human) hexokinase inhibition. Q2TB90. recombinant HKDC1, G6PDH/diaphorase resazurin coupled fluorescence. inhibition, % at 20 µM. actives 0.16% (n = 340,000);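 active = inhibition above about 35% when tested at 20 µM, limit read from the data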;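 note: plate controls were DMSO wells with enzyme for no effect and DMSO wells lacking enzyme for full effect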
# Target sequence (Q2TB90 whole entry, looked up): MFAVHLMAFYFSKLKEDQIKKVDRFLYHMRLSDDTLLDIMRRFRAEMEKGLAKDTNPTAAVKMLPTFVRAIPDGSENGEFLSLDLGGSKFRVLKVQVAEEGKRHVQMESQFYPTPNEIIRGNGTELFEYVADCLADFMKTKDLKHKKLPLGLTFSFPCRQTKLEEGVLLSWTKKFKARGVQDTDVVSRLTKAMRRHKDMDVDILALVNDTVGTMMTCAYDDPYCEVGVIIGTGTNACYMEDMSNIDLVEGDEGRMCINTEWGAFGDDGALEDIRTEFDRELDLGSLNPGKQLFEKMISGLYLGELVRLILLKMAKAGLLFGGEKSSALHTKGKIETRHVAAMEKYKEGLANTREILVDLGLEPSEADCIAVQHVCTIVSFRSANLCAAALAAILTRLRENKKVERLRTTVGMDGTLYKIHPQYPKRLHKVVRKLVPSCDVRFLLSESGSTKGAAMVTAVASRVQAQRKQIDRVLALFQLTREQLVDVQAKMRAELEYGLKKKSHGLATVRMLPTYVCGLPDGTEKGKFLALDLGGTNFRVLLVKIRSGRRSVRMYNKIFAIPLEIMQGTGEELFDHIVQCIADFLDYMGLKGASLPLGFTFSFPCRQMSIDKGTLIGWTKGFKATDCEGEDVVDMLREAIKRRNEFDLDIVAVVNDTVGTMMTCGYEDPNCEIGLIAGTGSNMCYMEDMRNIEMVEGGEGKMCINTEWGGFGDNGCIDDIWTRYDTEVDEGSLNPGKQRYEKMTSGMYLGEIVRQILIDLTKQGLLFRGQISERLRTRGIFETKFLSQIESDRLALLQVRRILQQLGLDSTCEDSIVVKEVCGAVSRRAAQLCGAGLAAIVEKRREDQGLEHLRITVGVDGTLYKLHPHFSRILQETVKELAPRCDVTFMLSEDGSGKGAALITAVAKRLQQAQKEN
#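 Assay system – recombinant HKDC1 (HK5) hexokinase enzyme, produced in-house · Input – HKDC1 at 5 µg/mL · Reagent – glucose plus 1 mM ATP as hexokinase substrates · Timing – 90 min reaction incubation at room temperature, dark · Measured by – G6PDH/diaphorase-coupled fluorescence, 1 mM NADP, 100 µM resazurin, 525/613 nm · Benchmarks – DMSO-enzyme wells negative, buffer-substituted wells positive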
# SENP8 block: SENP8 (human) protease inhibition; Q96LD8; recombinant SENP8, Nedd8 substrate fluorescence; inhibition, % at 20 µM; actives 0.64% (n = 360,000); AID 602440; in the data active = inhibition mostly above about 40%, no sharp cut-off; inactive = mostly below about 27%
# Target sequence (Q96LD8 whole entry, looked up): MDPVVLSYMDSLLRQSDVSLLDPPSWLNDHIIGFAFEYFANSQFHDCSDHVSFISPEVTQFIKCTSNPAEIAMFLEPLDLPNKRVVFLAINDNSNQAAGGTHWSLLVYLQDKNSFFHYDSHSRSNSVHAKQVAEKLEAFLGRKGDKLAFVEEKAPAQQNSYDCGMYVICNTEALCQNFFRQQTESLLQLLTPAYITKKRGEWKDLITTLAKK
# NR3A LBD binder: modulates the human NR3A ligand-binding domain | NR3A LBD differential scanning fluorimetry, Tm shift; 0% = protein alone, 100% = glycine-bound protein | Tm shift relative to glycine control, % at 25 µM | actives 2.5% (n = 340,000) | AID 1259313;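 active = melting temperature shift of at least 10% of the positive control shift, at one fixed dose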
# SENP7 inh: SENP7 protease inhibition | inhibition, % at 5 µM | Q9BQF6 | recombinant SENP7, Z-RLRGG-aminoluciferin luminescence, 40 min | actives 1.5% (n = 330,000) | AID 434973;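 active = inhibition above about 50% at the single test dose, limit read from the data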;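 note: plate controls were DMSO with enzyme for no effect and no enzyme buffer wells for full effect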
# MPTP block: inhibitors of mitochondrial permeability transition pore | isolated mouse mitochondria, Ca2+ swelling absorbance, 30 min | inhibition, % at 10 µM | actives 1.4% (n = 360,000);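 active = inhibition of 50% or more, scaled per plate between neutral and stimulator controls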;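 note: 0% = DMSO wells given calcium and 100% = 1 mM EGTA wells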
# SENP6 block: blocks the human protease SENP6 | Q9GZR1 | inhibition, % at 10 µM | Recombinant SENP6 catalytic domain, aminoluciferin luminescence | AID 2599 | actives 1.8% (n = 330,000);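 active = inhibition above about 50% at the single tested dose, limit read from the data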;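 note: plate controls were DMSO wells with enzyme for no effect and DMSO wells lacking enzyme for full effect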
# PfGluPho inh: PfG6PD (Plasmodium falciparum) enzyme inhibition; PfGluPho enzyme, NADPH resazurin-diaphorase fluorescence; inhibition, % at 20 µM; actives 0.78% (n = 350,000);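 active = inhibition reaching at least a set limit at 20 µM in the primary screen, cut at about 59% in these data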;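 note: 0% = DMSO wells with substrate and 100% = DMSO wells lacking glucose-6-phosphate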
# ATG4B inh: ATG4B (human) cysteine protease inhibition | Q9Y4P1 | ATG4B cleavage of LC3-PLA2, NBD-HPC fluorescence, 1 h | inhibition, % at 8.33 µM | actives 0.51% (n = 340,000); in the data active = inhibition above about 40%
# * hit, by the source's call; · = no result given; & = joins results of further samples.
SMILES,HKDC1 inhibitor,SENP8 block,NR3A LBD binder,SENP7 inh,MPTP block,SENP6 block,PfGluPho inh,ATG4B inh
CCOc1ccc(-n2nnc3c(=O)n(CC(=O)NCc4ccco4)cnc32)cc1,-2,14,0,8,2.5,-20,1,-6
CCCCCN(C(=O)CCC(=O)OC(C)C(=O)c1ccc(Cl)cc1)c1c(N)n(CCCC)c(=O)[nH]c1=O (configuration not stated),-2,11,-3,-2,-0.4,-6,6,0
COc1ccc(/C=N\NC(=O)c2ccccc2Br)cc1COc1c(F)c(F)cc(F)c1F,8,4,-6,10,0.1,-15,-18,-5
Cc1ccc(S(=O)(=O)N2CCCCC2)cc1C(=O)N(C)CC(=O)Nc1ccc(Cl)c(C(F)(F)F)c1,0,6,6,-4,5.1,6,18,-10
CCOC(=O)N1CCN(S(=O)(=O)c2ccc3c(c2)CCN3C(=O)C2CCC2)CC1,-4,14,2,-2,-2.8,-10,-9,-12
COc1cc(OC)cc(C(=O)NCC(=O)NC(C)CCc2ccccc2)c1 (configuration not stated),-6,9,0,4,-0.5,10,-14,-3
O=C(CN1C(=O)C(=O)N(CCC2=CCCCC2)C1=O)c1c[nH]c2ccccc12,5,-10,30*,-7,1.3,0,-11,4
CCCC(=O)N(Cc1cc(=O)[nH]c2ccccc12)c1ccc(C)cc1,-6,-10,-5,0,2.6,-13,14,9
Cc1ccc(C(=O)Nc2ccc(-c3csc(C)n3)cc2)cc1,-1,12,7,10,0.1,-25,7,-4
COC(=O)c1ccc(CN2CCCC(C(=O)Nc3cccc(-n4cnnn4)c3)C2)cc1 (configuration not stated),6,7,-1,-3,1.0,-7,8,-9
O=C(NCc1ccc(Cl)cc1)c1ccncc1,-2,5,1,-2,-0.2,-3,10,-5
CCOC(=O)c1nn(-c2cccc(OC)c2)c2nc(Nc3ccccc3)cc(=O)n12,6,0,-8,-1,2.8,-13,-1,-29
Cc1ccc(C)c(NC(=S)N/N=C/C(C)c2ccccc2)c1 (configuration not stated),-2,17,-3,5,2.2,12,7,3
COc1ccccc1-n1ccnc1SCC(=O)NCC1CCCO1 (configuration not stated),-3,8,-2,-4,-0.8,3,-7,9
Cc1ccc(-c2cc(-c3ccccc3Cl)[nH]n2)c(O)c1,-2,14,12*,46,18,45,18,68*
CN(C)c1ccc(N/C=C/C(=O)C(C)(C)C)cc1,4,-46,1,-9,-2.3,-9,34,-2
O=C(NN1C(=O)c2ccccc2NC1c1ccccn1)c1ccccc1 (configuration not stated),-11,-292,-3,14,-0.7,1,-2,10
O=C(Nc1ccc2c(c1)OCCO2)C1CCN(S(=O)(=O)Cc2ccccc2)CC1,-2,28,0,-10,0.7,-38,19,-3
COc1cc(CN2CCCC(N3CCN(c4ccc(F)cc4)CC3)C2)ccc1F (configuration not stated),0,-18,-1,-6,1.0,0,-11,0
COCCN(C(=O)COC(=O)C1(C)CC1(Cl)Cl)c1c(N)n(Cc2ccccc2)c(=O)[nH]c1=O (configuration not stated),1,7,-4,6,0.7,0,1,1
O=Cc1ccc(-c2ccccc2OC(F)(F)F)o1,7,14,0,3,0.6,-8,7,6
Cc1ccc(OCC(=O)NNC(=O)C2CCN(c3nc(C)cc(C)n3)CC2)cc1,-6,-29,-6,-10,-1.5,5,13,8
CC12CC3CC(C)(C1)CC(C(=O)NCc1ccco1)(C3)C2,12,1,-1,2,0.5,7,9,-6
NC(=O)Nc1ccc(C(=O)OCC(=O)NC2CCCCC2)cc1,-4,4,1,7,-0.2,8,-8,-6
Cn1c(N)c(C(=O)COC(=O)CNC(=O)c2ccc(Cl)cc2Cl)c(=O)n(C)c1=O,-3,4,-1,3,-1.7,1,4,-6

# The final 2 entries of the part before are carried over, then new ones follow.
SMILES,HKDC1 inhibitor,SENP8 block,NR3A LBD binder,SENP7 inh,MPTP block,SENP6 block,PfGluPho inh,ATG4B inh
NC(=O)Nc1ccc(C(=O)OCC(=O)NC2CCCCC2)cc1,-4,4,1,7,-0.2,8,-8,-6
Cn1c(N)c(C(=O)COC(=O)CNC(=O)c2ccc(Cl)cc2Cl)c(=O)n(C)c1=O,-3,4,-1,3,-1.7,1,4,-6
CC1CCN(C(=O)CCC(=O)Nc2nnc(C(F)(F)F)s2)CC1,4,10,0,-11,0.9,11,31,-3
O=C(NCC(=O)N(Cc1ccccc1)C(C(=O)NC1CCCC1)c1cccnc1)c1ccco1 (configuration not stated),-4,21,-1,-10,0.0,-13,-22,2
COc1ccc(NC(=O)c2ccco2)cc1NC(=O)c1ccc(C#N)cc1F,-1,7,3,2,0.3,-8,-9,6
CNC(=O)c1csc(-c2ccc(Cl)cc2)n1,-8,4,-2,-3,-2.4,-1,0,-3
COc1cc(C(=O)N(CCCO)Cc2cc3ccc(C)c(C)c3[nH]c2=O)cc(OC)c1OC,-11,-54,-3,-5,1.8,8,-5,-6
COc1ccc(S(=O)(=O)Nc2cc(C)ccc2OC)cc1C,-1,12,12*,15,0.5,-22,-3,-12
N#Cc1ccccc1CSc1nc2ncc(Br)cc2[nH]1,4,3&3,-3,1,-0.3&4.2,-27,-6,6
Cc1coc2cc3oc(=O)ccc3cc12,2,-59,-2,-1,0.4,-6,-7,-5
Cn1nnnc1NCc1c(F)cccc1Cl,-5,19,2,10,0.2,8,-7,-2
CC(=O)c1ccc(N2CCC(C(=O)O)CC2)cc1,-12,-8,1,-14,-0.5,-30,-3,-3
N#Cc1c(SCC(N)=O)nc(-c2ccccc2)c2c1CCCC2,-3,-31,1,4,-10,6,-19,7
COC(=O)c1sc(N)c(C(=O)OC)c1COC(=O)C1CC(=O)N(Cc2ccco2)C1 (configuration not stated),7,-18,-4,5,-1.4,-13,20,-4
CC1(c2ccc(OC(F)F)cc2)NC(=O)N(CC(=O)NCCC2=CCCCC2)C1=O (configuration not stated),-1,2,2,6,0.4,-5,2,-56
O=C(N/N=C/c1ccc([N+](=O)[O-])o1)c1ccccc1NS(=O)(=O)c1cccs1,9,24,0,-5,13,5,-2,4
Cc1nc(C(=O)NC2CC2)sc1C1(C)CC(c2cccc([N+](=O)[O-])c2)=NO1 (configuration not stated),-3,17,-1,-2,0.7,-7,12,-6
CCOC(=O)CN(C(=O)CNC(=O)c1cccs1)C(C(=O)NC1CCCCC1)c1cccnc1 (configuration not stated),-4,21,4,-12,2.4,-26,-15,-6
COc1cc(Cl)c(C)cc1NC(=S)NN,-7,2,-2,7,-3.8,-4,18,-13
COc1ccc(Nc2nc3ccc(OC)cc3s2)cc1,-3,17,28*,9,-2.5,-1,26,-2
CCc1ccccc1S(=O)(=O)Cc1ccc(C(=O)NCc2ccc3c(c2)OCO3)o1,-4,-1,-1,-4,0.4,1,-5,-2
COc1nc(Cl)cn(-c2ccc(C)cc2)c1=O,-8,-25,-6,7,4.2,-15,7,10
COc1ccc(OC)c2[nH]c(=O)c(CCNC(=O)COc3ccccc3)cc12,26,-262,-1,8,-3.3,5,26,-10
Cc1ccnc(NS(=O)(=O)c2ccc(NC(=O)c3ccc(S(=O)(=O)N4CC(C)OC(C)C4)cc3)cc2)n1 (configuration not stated),-8,21,0,5,0.7,-15,-8,34
CCCCc1nc2ccccc2c(NC(=O)CNC(C)(C)C)c1CCC,-1,30,0,-4,-4.5,10,-6,-3
O=C(C1Cc2ccccc2O1)N1CCCCC1 (configuration not stated),-8,16,-2,0,-0.3,-9,-9,4
CCOc1ccc(/C(O)=C2/C(=O)C(=O)N(CC3CCCO3)C2c2ccco2)cc1 (configuration not stated),-2,-9,1,-2,1.5,5,-4,-10
# Additional records:
SMILES,HKDC1 inhibitor,SENP8 block,NR3A LBD binder,SENP7 inh,MPTP block,SENP6 block,PfGluPho inh,ATG4B inh
CCn1cc(S(=O)(=O)NCCc2ccc(OC)c(OC)c2)cn1,4,17,-1,-5,-0.4,8,-4,6
CN(C)CCCNC(=O)c1cc2c3ccccc3n(C)c2s1,2,-95,-1,5,-3.3,11,-5,-8
Cc1ccccc1C(C)NS(=O)(=O)c1ccc2c(c1)OCCO2 (configuration not stated),0,13,2,13,5.5,-13,-1,3
Cc1cc([N+](=O)[O-])nn1Cn1nc([N+](=O)[O-])cc1C,-5,19,1,-4,-1.9,-5,-16,4
O=c1[nH]c(=O)c2[nH]c(=O)n(-c3ccccc3)c2[nH]1,-3,3,1,·,1.0,·,-6,4
COc1ccc(N(C(=O)c2ccco2)C(C(=O)NC2CCCC2)c2ccc(N(C)C)cc2)cc1 (configuration not stated),-7,17,10*,2,-1.3,19,8,4
Cc1ccc(CCNC(=O)CNC(=S)N(Cc2ccccc2)Cc2cccnc2)cc1,-3,-1,5,1,-1.9,-6,-14,-10
O=C1Cc2cc(NS(=O)(=O)c3cc(F)ccc3F)cc3c2N1CCC3,-2,8,·,-1,-0.3,0,-1,5
COc1ccc([C@H]2CC(=O)C=C(c3ccc4ccccc4c3)C2)cc1OC,1,6,-2,7,1.7,9,23,-14
COC(=O)c1ccc(S(=O)(=O)NC(C)(C)C)n1C,-4,7,1,5,0.6,-15,-15,-5
CC(C)CCN1C(=O)c2ccc(C(=O)Nc3ccccn3)cc2C1=O,4,14,0,6,2.3,0,-15,4
Cn1nnnc1SCc1cccc(CSc2nnnn2C)n1,11,1,-2,-10,-1.1,-2,-14,2
Cc1nn(CC(=O)NCCC2=CCCCC2)c(C)c1[N+](=O)[O-],-3,10,2,2,-2.4,-3,15,-1
COCCNC(=O)c1cc2c(-c3ccccc3F)nn(C)c2s1,0,-78,0,-10,0.0,-16,1,2
CCn1cc(/C=C(\NC(=O)c2ccc(OC)c(OC)c2)C(=O)NCCN2CCOCC2)c2ccccc21,1,-23,-1,6,0.1,-19,-5,2
CC(=O)C1C(c2ccccc2)c2c(noc2C)CC1(C)O (configuration not stated),0,37,-3,1,1.1,-7,-3,3
CCCc1cc(=O)n2[nH]cnc2n1,-6,30,1,-2,0.1,-9,-9,10
CCC(=O)N1CCc2cc(S(=O)(=O)NCCC(=O)N3CCN(c4cccc(OC)c4)CC3)ccc21,0,-5,0,-1,0.1,18,-9,-9
Cc1ncn(C23CC4CC(CC(C4)C2)C3)n1,11,14,0,-4,0.3,-5,-20,6
COc1ccc(S(=O)(=O)N2CCOCC2)cc1C(=O)NC1CCCCCC1,-8,18,-1,-7,-0.1,-7,3,-5
COc1ccc(C)cc1NC(=O)N1CCC(CO)(CC2CCCCO2)CC1 (configuration not stated),-1,10,2,-19,0.9,6,14,-5
CCN(CC(=O)Nc1c(F)cccc1F)C(=O)CCCc1c[nH]c2ccccc12,-4,10,0,8,0.7,-12,3,-6
Cc1cc(OC(C)C(=O)Nc2cccnc2)ccc1Cl (configuration not stated),-4,5,-1,-4,0.2,-1,-3,-7
O=C(c1ccccc1NS(=O)(=O)c1ccc(Cl)cc1)N1CCc2ccccc21,1,14,-3,-8,8.7,-2,-18,-4
CC1CC(C)CN(C(=O)COC(=O)CCc2nc3ccccc3c(=O)[nH]2)C1 (configuration not stated),22,22,-2,-5,-0.1,5,-5,2
Cc1ccccc1C1NC(=S)NC2=C1C(=O)CCC2 (configuration not stated),0,-17,-2,0,0.3,2,-5,-3

# Full records as entered above. Values in the order: HKDC1 inhibitor | SENP8 block | NR3A LBD binder | SENP7 inh | MPTP block | SENP6 block | PfGluPho inh | ATG4B inh
# O=C(c1ccccc1NS(=O)(=O)c1ccc(Cl)cc1)N1CCc2ccccc21 in the list: 1 | 14 | -3 | -8 | 8.7 | -2 | -18 | -4
# Cc1ccccc1C1NC(=S)NC2=C1C(=O)CCC2 (configuration not stated) in the list: 0 | -17 | -2 | 0 | 0.3 | 2 | -5 | -3
# O=C1Cc2cc(NS(=O)(=O)c3cc(F)ccc3F)cc3c2N1CCC3 in the list: -2 | 8 | · | -1 | -0.3 | 0 | -1 | 5
# Cc1ccccc1C(C)NS(=O)(=O)c1ccc2c(c1)OCCO2 (configuration not stated) in the list: 0 | 13 | 2 | 13 | 5.5 | -13 | -1 | 3
# CC(C)CCN1C(=O)c2ccc(C(=O)Nc3ccccn3)cc2C1=O in the list: 4 | 14 | 0 | 6 | 2.3 | 0 | -15 | 4
